# LDHA inh: blocks human lactate dehydrogenase A; activity change, % (values are at about 110 or 230 µM); 0.15% of 480,000 active; P00338; purified LDHA, NADH/diaphorase-resazurin fluorescence; hits give low values; in the data active = activity change below about -30%; inconclusive = mostly about -25% to -30%;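 note: plate controls were DMSO wells for no effect and wells without enzyme for full effect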
#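 Human LDH5 (2 nM) was incubated with 0.06 mM NADH and 0.2 mM pyruvate for 5 min at room temperature in Tris pH 7.4. Remaining NADH was coupled through diaphorase/resazurin, and resorufin fluorescence was read at 0 and 20 min.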
# 12-LOX inh: ALOX12 (human) lipoxygenase inhibition | AID 1671190 | purified 12hLO, xylenol orange hydroperoxide absorbance | 1.1% of 580,000 active | P18054 | Potency, µM (series often up to 108 µM), inactives show top-dose activity change, negative = inhibition, hits mostly inhibitors; note: potency is the fitted concentration of half-maximal effect
# Target sequence (P18054 whole entry, looked up): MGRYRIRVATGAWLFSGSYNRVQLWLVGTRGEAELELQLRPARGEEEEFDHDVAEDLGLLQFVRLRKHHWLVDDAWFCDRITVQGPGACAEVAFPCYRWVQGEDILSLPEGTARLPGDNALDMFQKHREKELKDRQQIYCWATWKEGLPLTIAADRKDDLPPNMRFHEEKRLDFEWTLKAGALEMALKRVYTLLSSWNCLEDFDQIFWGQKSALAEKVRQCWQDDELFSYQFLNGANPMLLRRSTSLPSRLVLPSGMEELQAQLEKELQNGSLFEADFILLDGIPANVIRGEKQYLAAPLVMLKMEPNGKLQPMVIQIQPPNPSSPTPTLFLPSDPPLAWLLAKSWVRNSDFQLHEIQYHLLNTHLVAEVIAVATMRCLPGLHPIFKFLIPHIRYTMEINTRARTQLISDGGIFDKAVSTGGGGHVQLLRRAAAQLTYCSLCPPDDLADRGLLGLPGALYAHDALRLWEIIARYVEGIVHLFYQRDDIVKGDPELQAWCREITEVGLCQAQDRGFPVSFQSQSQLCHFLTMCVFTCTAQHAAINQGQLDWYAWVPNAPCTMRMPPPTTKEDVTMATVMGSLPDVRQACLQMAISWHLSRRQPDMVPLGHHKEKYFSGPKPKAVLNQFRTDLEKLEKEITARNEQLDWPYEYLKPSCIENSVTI
#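 Purified human 12hLO at 150 nM in 25 mM Hepes, 0.01% Triton X-100, pH 7.0, preincubated 15 min at room temperature with compound. Reaction started with 40 uM arachidonic acid, 30 min at room temperature. Hydroperoxide measured by Fe-xylenol orange, 573/405 nm absorbance ratio.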
# POLH inh: blocks human DNA polymerase eta activity; 1.2% of 390,000 active; Q9Y253; Potency, µM (doses to about 114 µM), inactives show at the top dose activity change, negative = inhibition, actives largely listed as inhibitors; recombinant Pol eta, fluorescent DNA replication assay; note: potency is the fitted concentration of half-maximal effect
#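 Pol eta (10 nM) was preincubated with compounds for 15 min at room temperature, after which fluorescent replication substrate (50 nM final) was added to start the reaction. Fluorescence was read kinetically at 0 and 10 min.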
# * marks the source's active call; other numbers are inactive results; ? = inconclusive; [ ] = dose if it differs, or a comment. Unless noted, calls come from the whole dose curve; as a rule, active = well fitted inhibition curve with a large enough effect; inconclusive = small, poorly fitted or top-dose-only effect, or another doubt; inactive = no such curve, though single readings can be large or run the other way. Unless noted, % is set by controls: 0 for no effect and ±100 for the full control effect. Only part of the results is shown; rates above refer to the full screens.
# Results follow in this order: LDHA inh	12-LOX inh	POLH inh
> N#Cc1ccc(CN2CCN(C(=O)C3CC(=O)N(c4ccc5c(c4)OCCO5)C3)CC2)cc1 (stereo unspecified)
→ -1	-13%	-16%
> CCCC1NC(=O)c2cccnc2-n2c1nc1ccccc1c2=O (stereo unspecified)
→ -3	?	-11%
> CCN(CC)C(=O)c1nc(-c2cccc3ccccc23)no1
→ -7	-27%	-1%
> O=S(=O)(c1ccccc1)C(Br)S(=O)(=O)c1ccccc1
→ -1	-12%	-6%
> O=C(OCc1cn([C@H]2CN(Cc3cccs3)[C@@H](c3ccccc3)C[C@@H]2O)nn1)c1ccccc1
→ 5	-21%	-15%
> O=C(COC(=O)CCNS(=O)(=O)c1ccc(Cl)cc1)NCc1ccccc1
→ -5	?	-3%
> CCC/C=C/c1ccc(CN2C(C(C)C)C(=O)N(Cc3cn(Cc4ccco4)nn3)CCS2(=O)=O)cc1 (stereo unspecified)
→ 1	45µM*	-20%
> Nc1cc(C(=O)N2CCN(c3cccc(Cl)c3)CC2)ccc1N1CC2CC(C1)c1cccc(=O)n1C2 (stereo unspecified)
→ 3	11%	-5%
> O=C(CSc1ccc(Cl)cc1)NC1CC1
→ -7	7%	-15%
> O=C(Nc1ccn(CCCNCc2cccc3ccccc23)c(=O)n1)OCc1ccccc1
→ 1	-13%	-10%
> COc1ccc(S(=O)(=O)N2CCN(Cc3ccccc3OC)CC2)cc1
→ -6	-9%	-18%
> CC(C)NC(=O)Nc1ccc2c(c1)C(=O)N([C@H](C)CO)C[C@H](C)[C@@H](CN(C)Cc1ccc(C(F)(F)F)cc1)OCCCC[C@H](C)O2
→ -3	-23%	-26%
> C#CCn1cc2c(c1-c1ccccc1)c(=O)n(C)c(=O)n2C
→ 0	?	-4%
> Cc1ccc(NC(=S)/C(C#N)=C2/Nc3ccccc3S2)cc1
→ -20	13µM*	40µM*
> CC(C)COC(=O)N(C)C[C@@H]1OCc2cnnn2CCCC(=O)N([C@@H](C)CO)C[C@H]1C
→ -5	-5%	-10%
> CCCCN1CC(C)(C)[C@H](CC(=O)NC)C1=O
→ -7	3%	-3%
> N#Cc1ccc2c(=O)n(-c3ccccc3)sc2c1
→ -5	0.45µM*	-9%
> C[C@H](CO)N1C[C@H](C)[C@H](CN(C)C(=O)Nc2ccc(F)cc2)OCc2ccccc2-c2c(n(C)c3ccccc23)C1=O
→ -16	-1%	-5%
> C[C@H](CO)N1C[C@H](C)[C@H](CN(C)C(=O)c2ccccn2)Oc2cc(C#Cc3ccc(F)cc3)ccc2S1(=O)=O
→ 3	?	-18%
> CCOC(=O)CNC(=O)CSc1nc(C(C)C)nc2c1cnn2-c1ccccc1
→ -2	1%	-19%

# Entries from the list above with an aryl thioether with sulfur outside any ring, in the order listed:
# Results follow in this order: LDHA inh	12-LOX inh	POLH inh
> O=C(CSc1ccc(Cl)cc1)NC1CC1
→ -7	7%	-15%
> CCOC(=O)CNC(=O)CSc1nc(C(C)C)nc2c1cnn2-c1ccccc1
→ -2	1%	-19%

# Next section.
# Results follow in this order: LDHA inh	12-LOX inh	POLH inh
> CCOCCCNC(=O)Cn1nc(-c2ccc(OC)c(OC)c2)ccc1=O
→ -1	6%	0%
> Cc1ccc(-c2nc3c4ccccc4ccn3c2Cc2ccccc2)cc1
→ 2	-4%	-22%
> N#CN=CN1CC=C(c2ccc(Cl)cc2)CC1
→ -12	17%	-12%
> CCOC(=O)CCCCCC(=O)Nc1ccc2c(c1)C(=O)N([C@@H](C)CO)C[C@@H](C)[C@H](CN(C)C(=O)Nc1ccccc1)OCCCC[C@H](C)O2
→ -3	-42%	-16%
> CN(C)S(=O)(=O)c1cccc(NC(=O)c2ccccc2SCC(=O)N2CCCC2)c1
→ -2	?	-3%
> CCCCCCNC(=O)O[C@H]1CN(C(=O)OC(C)C)N(C(=O)OC(C)C)[C@@H]2CN(S(=O)(=O)c3ccc(C)cc3)C[C@]12O
→ 5	?	-24%
> CCc1noc(C)c1C(=O)N1CCN(c2cccc(Cl)c2)CC1
→ -1	-7%	-12%
> O=C(NCCN1CCN(Cc2ccccc2)CC1)c1ccc(CS(=O)(=O)c2c(Cl)cccc2Cl)o1
→ -6	?	-13%
> O=C(OCc1cn([C@H]2C[C@H](c3ccc(Cl)cc3)N(C(=O)c3cccs3)C[C@@H]2O)nn1)c1ccccc1
→ -5	-16%	-26%
> O=C(Nc1ccn(CCCNCC2CCCCC2)c(=O)n1)OCc1ccccc1
→ -10	-3%	-3%
> COc1ccc(NC(=O)C[C@H]2C(=O)N(c3ccccc3)C[C@@H]2Cc2ccccc2)cc1
→ -1	-8%	-26%
> C[C@@H]1CN([C@@H](C)CO)C(=O)c2cc(Br)cnc2O[C@H]1CN(C)C(=O)C1CCCCC1
→ 0	11%	3%
> OCCCN1CNC(=S)NC1
→ 0	-3%	1%
> NC(=O)C1CCN(C(=O)c2ccc3ncsc3c2)CC1
→ -1	17%	-11%
> CC(=O)c1ccc(OCC(=O)NC(=O)NC2CCCC2)cc1
→ -2	-1%	-14%
> C[C@H](CO)N1C[C@H](C)[C@@H](CN(C)C(=O)CN2CCOCC2)Oc2cc(Br)ccc2S1(=O)=O
→ 0	-14%	-20%
> C[C@@H]1CN([C@@H](C)CO)C(=O)CCCn2nncc2CO[C@H]1CN(C)C(=O)c1ccccc1
→ 1	17%	-4%
> Cc1ccc(S(=O)(=O)N2C[C@]3(O)C[C@@H]4C(=O)N(c5ccccc5)C(=O)[C@@H]4C[C@]3(OC(=O)NCC3CCCCC3)C2)cc1
→ -16	-28%	-4%
> Cc1ccc(Cc2c(-c3ccc(Br)cc3)nc3cc(C)ccn23)cc1
→ 0	?	-25%
> COc1ccccc1C(=O)N/C(=C\c1cn(S(=O)(=O)N(C)C)c2ccccc12)C(=O)N1CCN(C)CC1
→ 0	7%	1%
> COc1ccc(-c2ccc(CN3C(C(C)C)C(=O)N(Cc4cn(CCC5OCCCO5)nn4)CCS3(=O)=O)cc2)cn1 (stereo unspecified)
→ 2	?	-14%
> O=C(COC(=O)c1ccc(Cl)c(S(=O)(=O)N2CCCCC2)c1)NC1CCCCC1
→ -7	?	-17%
> CC(C)NC(=O)Nc1ccc2c(c1)C(=O)N([C@@H](C)CO)C[C@H](C)[C@H](CN(C)S(=O)(=O)c1ccccc1)OCCCC[C@H](C)O2
→ -5	?	-19%
> Nc1cc(=O)c2[nH]cnc2[nH]1
→ 2	0%	-3%
> O=C(O)c1ccc(CNC(=O)C2CCN(S(=O)(=O)c3ccc4c(c3)OCCO4)CC2)cc1
→ -5	-23%	-4%
> CC(C)C1C(=O)N(Cc2cn(Cc3ccco3)nn2)CCS(=O)(=O)N1Cc1ccc(-c2ccncc2)cc1 (stereo unspecified)
→ -1	-1%	-10%
> COc1ccc(C)cc1-n1cnc2sc(C)c(C)c2c1=O
→ -12	7%	-8%
> CCN(C(=O)c1ccc(NC(=O)C2CCCCC2C(=O)O)cc1)c1ccccc1 (stereo unspecified)
→ -5	11%	-18%
> COc1ccc(Nc2cc(C)nc3ccc(C)cc23)cc1
→ -12	7%	-11%
> C[C@H](CO)N1C[C@H](C)[C@@H](CN(C)C(=O)C2CC2)OCc2cnnn2CCCC1=O
→ -11	?	-20%
> O=[N+]([O-])c1ccc(CN2CC(N3CCC(Cc4ccccc4)CC3)CS2(=O)=O)cc1 (stereo unspecified)
→ -5	?	-28%
> CCOC(=O)CCCCCC(=O)Nc1ccc2c(c1)C(=O)N([C@H](C)CO)C[C@H](C)[C@@H](CN(C)S(C)(=O)=O)OCCCC[C@@H](C)O2
→ -2	?	-22%
> COc1ccccc1N1CCN(S(=O)(=O)CCNC(=O)CCc2ccccc2)CC1
→ -3	4%	-8%
> CN[C@H]1C[C@H]2c3[nH]c4ccccc4c3CCN2C(=O)[C@H]1[C@H](C)O
→ -24	?	-17%
> CCN1C(=O)[C@H]2[C@@H](c3ccc(C(F)(F)F)cc3)N[C@]3(CCCN(Cc4ccccc4)C3=O)[C@H]2C1=O
→ -7	-24%	3%
> CC1CCCN(C(=O)c2cccc(S(=O)(=O)NCc3ccccc3)c2)C1 (stereo unspecified)
→ -4	-2%	-4%
> CCN1C(=O)[C@H]2[C@@H](c3ccc(C)cc3)N[C@]3(CCCN(Cc4ccccc4)C3=O)[C@H]2C1=O
→ -16	?	0%
> C[C@@H]1CN([C@H](C)CO)C(=O)CCCn2nncc2CO[C@H]1CN(C)Cc1ccc2c(c1)OCCO2
→ 3	-3%	-5%
> CCCCN1C(=O)C(CC(=O)NC(c2ccccc2)c2ccccc2)CC(C(=O)N(C)C)=C1C (stereo unspecified)
→ -1	12%	-18%
> COc1ccc([C@H]2CN(c3ccc(OC)cc3)C(=O)[C@@H]2CC(=O)Nc2ccc(Br)cc2)cc1
→ -17	-2%	-17%

# (continued)
smiles	LDHA inh	12-LOX inh	POLH inh
O=C(Nc1ccc2c(c1)[C@@H]1C[C@@H](CC(=O)N3CCOCC3)O[C@@H](CO)[C@@H]1O2)NC1CCCC1	-1	?	-7%
Cc1ccc(NC(=O)CN(C)C(=O)COC(=O)COc2cc(C)cc(C)c2)cc1	-5	-20%	-11%
O=C(NC(=S)Nc1cc(Cl)ccc1Cl)c1ccco1	-1	5%	-13%
CC1C(=O)N(Cc2cn(CC3CCCCC3)nn2)CCS(=O)(=O)N1Cc1ccc(-c2cccc(N(C)C)c2)cc1 (stereo unspecified)	8	-14%	0%
CC(=O)NC(=Cc1ccccc1)C(=O)N1CCCC1C(=O)O (stereo unspecified)	0	1%	-19%
Cc1ccc(C)c(NC(=O)COC(=O)c2ccc(S(=O)(=O)N3CCCC3)cc2)c1	-6	-2%	6%
CCSCC(C)(C)n1[nH]c2ccccc2c1=O	4	?	0%
O=C(NCc1ccco1)c1ccc(OC2CCN(Cc3ccccn3)CC2)cc1	-1	3%	-9%
CCCCCCn1c(=O)n2n(c1=O)C[C@]1(OC(=O)NC3CCCC3)CN(S(=O)(=O)c3ccc(C)cc3)C[C@]1(O)C2	0	?	-11%
CCOC(=O)c1oc2ccccc2c1COC(=O)CNC(=O)c1ccccc1F	-2	-10%	-18%
O=C(CCNC(=O)C1CCN(S(=O)(=O)c2ccc(F)cc2)CC1)NCc1ccccn1	0	8%	-2%
COc1ccc(-c2ccc(SCC(=O)NC3CCCC3)nn2)cc1	1	10%	-16%
COc1ccc(OC)c2c1C(=O)CC2C (stereo unspecified)	-1	0%	-4%
CC(=O)c1ccc(S(=O)(=O)NCCOc2ccccc2)cc1	0	-8%	1%
CSc1ccccc1OCc1cc(C(=O)NCC(C)Oc2cccnc2)no1 (stereo unspecified)	0	-9%	-13%
Cc1cccc(CNC(=O)C2CCC(=O)N(CCCc3ccccc3)C2)c1 (stereo unspecified)	-2	-8%	-8%
COc1ccc(NC(=O)N(C)C[C@@H]2Oc3cc(Br)ccc3S(=O)(=O)N([C@H](C)CO)C[C@H]2C)cc1	-35*	7%	-7%
COc1ccc(-c2cnc3c(c2)C(=O)N([C@H](C)CO)C[C@H](C)[C@H](CN(C)C(=O)Cc2cccnc2)O3)cc1	-1	-19%	-18%
C[C@H]1Cn2cnc(C(=O)Nc3ccccc3)c2C(=O)N1	0	36%[activator]	-10%
C[C@H](O)C#Cc1cnc2c(c1)C(=O)N([C@H](C)CO)C[C@@H](C)[C@@H](CN(C)Cc1ccc(-c3ccccc3)cc1)O2	-1	?	-19%
CC(=O)Nc1cccc(NC(=O)NC2CC(=O)N(c3ccc4c(c3)OCCO4)C2)c1 (stereo unspecified)	-2	8%	2%
CCCCCCc1nc2nc(Cl)c(Cl)nc2[nH]1	-1	-3%	1%
COc1cc(/C=C/C(=O)OCC(=O)N2CC(C)OC(C)C2)ccc1OCC#N (stereo unspecified)	1	?	-10%
c1cc2c(c(CC3CO3)c1CC1CO1)OCCOCCOCCOCCO2 (stereo unspecified)	-4	-2%	0%
N#CCCN(CCCN1CCOCC1)CN1C(=O)c2ccccc2C1=O	2	9%	-10%
CCc1cc(C(=O)NC2CCCc3c2cnn3-c2ccc(F)cc2F)no1 (stereo unspecified)	1	-17%	-2%
CN(C(=O)CSc1nc(N)cc(=O)[nH]1)C1CCCCC1	-6	11%	-16%
O=C1C(=C(c2ccccc2)N2CCOCC2)Cc2ccccc21	0	3%	-8%

# A section from further up, for reference:
smiles	LDHA inh	12-LOX inh	POLH inh
CC(=O)Nc1cccc(NC(=O)NC2CC(=O)N(c3ccc4c(c3)OCCO4)C2)c1 (stereo unspecified)	-2	8%	2%
CCCCCCc1nc2nc(Cl)c(Cl)nc2[nH]1	-1	-3%	1%
COc1cc(/C=C/C(=O)OCC(=O)N2CC(C)OC(C)C2)ccc1OCC#N (stereo unspecified)	1	?	-10%
c1cc2c(c(CC3CO3)c1CC1CO1)OCCOCCOCCOCCO2 (stereo unspecified)	-4	-2%	0%
